Compound activity (PubChem)
FBPA coupling cs – counter-screen for Giardia aldolase inhibitors: coupling enzyme system | 290,000 tested, 0.67% active | activity change, negative = inhibition, % at 58.2 µM, hits read low | coupling enzyme system counterscreen, AmpLite Red fluorescence; in the data active means activity change below about -30%; further: on the % scale 0 is the no-effect control and ±100 the full control effect
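Coupling enzymes only (glyceraldehyde-3-phosphate) + compound, at 57.5 uM final, 10 min RT; add substrate/coupling/AmpLite Red mix, 20 min RT; fluorescence ex 525/em 598 nm. Actives flag coupling-system interference.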
A-T KAP1 phos – candidate therapy for ataxia-telangiectasia; […] A-T fibroblasts, KAP-1 phosphorylation AlphaLISA; neocarzinostatin DNA damage 30 min before lysis; Potency, µM (highest dose often 57.5 µM), for inactives: top-dose activation, usual class: activators; 320,000 tested, 0.19% active; AID 485349; further: potency means the concentration at half of the fitted maximal effect; % of control where 0% means no effect; nearly all actives have a fitted effect of over 45% in size
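ATM-like activity read as KAP-1 phosphorylation via AlphaLISA donor/acceptor antibody pairs after lysis and 6 hr at 25C. Cells were ATM-null patient fibroblasts ([…], hTERT), dosed 60 min, then exposed to the DSB inducer NCS for 30 min.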
ASM inhibitor – blocks human secretory acid sphingomyelinase; P17405; placental ASM, HMU-PC fluorogenic substrate, 60 min; Potency, µM (titrated, usually from 57.5 µM), for the others: top-dose activity change, negative = inhibition, most hits filed as inhibitors; 340,000 tested, 0.006% active; AID 504937; further: potency means the concentration at half of the fitted maximal effect
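qHTS format. ASM enzyme prepared from human placenta hydrolyses the fluorogenic substrate HMU-PC0 (9 uM final) over 60 min at 37 °C after a 10 min compound preincubation.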
GALK inhibitor – blocks human galactokinase activity; 270,000 tested, 0.007% active; Purified GALK, Kinase-Glo residual ATP luminescence; AID 1868; Potency, µM (highest dose often 57.5 µM), without a hit: top-dose activity change, negative = inhibition, most hits filed as inhibitors; P51570; further: potency means the concentration at half of the fitted maximal effect; on the % scale 0 is the no-effect control and ±100 the full control effect
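Quantitative HTS: GALK 5 nM, ATP 35 uM, galactose 100 uM, 1 h room temperature, then luciferase-based ATP detection.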
MBNL1 CUG block – inhibitors of human MBNL1 binding to CUG repeat RNA | Q9NR56 | TR-FRET MBNL1-His/biotin-(CUG)12 binding, 665/545 ratio | Potency, µM (titrated, usually from 57.5 µM), without a hit: at the highest dose activity change, negative = inhibition, most hits filed as inhibitors | 280,000 tested, 0.036% active; active means well fitted inhibition curve with a large enough effect in the signal ratio, with a control signal flat, not every such curve was filed as active; inconclusive means small, poorly fitted or top-dose-only effect, or effect the other way, or a change in a side signal; inactive means no such curve, though single readings can be large or run the other way; the % refers to the signal ratio; further: potency means the concentration at half of the fitted maximal effect; on the % scale 0 is the no-effect control and ±100 the full control effect
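Compounds (final 92 nM to 58 uM) are added to His-tagged MBNL1 and biotin-(CUG)12, then terbium anti-His antibody and streptavidin-XL665 (5 nM final). After 60 min at room temperature, the 665/545 nm ratio is read.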
KCNH2 3.1 inh – KCNH2 3.1 (human) potassium channel inhibition. 340,000 tested, 0.95% active. AID 720553. U2OS KCNH2 3.1, thallium flux FluxOr; stronger effect = lower value. activity change, % (tested at about 1.8 µM);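 active means maximum activity change below -70%; inconclusive means maximum activity change from -70% to -50%; inactive means maximum activity change above -50%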;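 further: thallium influx rate constant from kinetic fluorescence after stimulation buffer; on the % scale 0 is the no-effect control and ±100 the full control effect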
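Normalized rate constant (relative to positive and negative DMSO controls) derived from a 2 min kinetic fluorescence read after stimulation; U2OS cells expressing the 3.1 isoform via virus at 1.77 x 10^8 /mL.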
a7 integrin act – integrin-mediated muscular dystrophy alleviation activation. alpha7betagal myoblasts, beta-gal FDG fluorescence, 48 h. Potency, µM (top dose mostly 38.3 µM), without a hit: top-dose activation, usual class: activators. 350,000 tested, 0.064% active. AID 624291;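 further: potency means the concentration at half of the fitted maximal effect; 100% = response of the positive control SU9516; nearly all actives have a fitted effect of over 60% in size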
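alpha7betagal+/- myoblasts (passage 13, 250/well) treated 48 h at 37C with compounds at 1:260 dilution of DMSO stock. Lysed, then beta-galactosidase activity read as FDG fluorescence (ex 480/em 540) after 30 min, with pre-read for autofluorescence.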
CXXC DNA block – inhibitors of human MLL CXXC domain-DNA interaction. AID 2662. Q03164. 290,000 tested, 0.037% active. Potency, µM (doses to about 115 µM), for inactives: at the highest dose activity change, negative = inhibition, usual class: inhibitors. MLL-CXXC / FITC-HOXA9 DNA fluorescence polarization; active means well fitted inhibition curve with a large enough effect in the polarisation, with a control signal flat, not every such curve was filed as active; inconclusive means small, poorly fitted or top-dose-only effect, or effect the other way, or a change in a side signal; inactive means no such curve, though single readings can be large or run the other way; the % refers to the polarisation; further: potency means the concentration at half of the fitted maximal effect
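Fluorescence polarization: 7 uM MLL-CXXC (stock) preincubated 5 min with compounds, then 50 nM fluorescein-HOX-A9 DNA (stock) added; 30 min ambient. Buffer 50 mM Tris-HCl pH 7.5, 50 mM NaCl, 1 mM DTT, 0.05% BSA.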
KCNH2 WT inh – inhibitors of human wildtype KCNH2 potassium channel; AID 720551; Q12809; activity change, % at 1.84 µM; U2OS, BacMam KCNH2, thallium flux FluxOr; stronger effect = lower value; 340,000 tested, 0.37% active;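 active means maximum activity change below -70%; inconclusive means maximum activity change between -70% and -50%; inactive means maximum activity change above -50%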; further: on the % scale 0 is the no-effect control and ±100 the full control effect
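U2OS cells were transduced with wild-type KCNH2 virus (2.03 x 10^8 / mL) for 4 h at room temperature, then cultured overnight at 37 C. Thallium flux was read with FluxOr dye. Rate constants were normalized to DMSO controls.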
TRPV1 agonist – activates the human vanilloid receptor TRPV1; Q8NER1; TRPV1-expressing cells, Fluo-8 calcium influx, agonist mode; activation, % at 8.33 µM; 320,000 tested, 0.19% active; AID 540275; in the data active means activation above about 80%; inconclusive means between about 30% and that limit; further: 0% is about no effect
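Cells expressing TRPV1 were dye-loaded with Fluo-8 and read kinetically: 10 s baseline, 3 min after compound (agonist portion), then 2 min after EC20 capsaicin (allosteric enhancer portion). Calcium-bound dye fluorescence at 480/520 nm.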
Numbers without * were called inactive; ? = inconclusive; · = no result given; [ ] = dose if it differs, or a comment. Unless noted, the call rests on the fitted dose curve; in most records, active means well fitted curve in the direction sought with a large enough effect; inconclusive means small, poorly fitted or top-dose-only effect, or another doubt; inactive means no such curve, though single readings can be large; an effect the other way counts as inactive or inconclusive.

SMILES	FBPA coupling cs	A-T KAP1 phos	ASM inhibitor	GALK inhibitor	MBNL1 CUG block	KCNH2 3.1 inh	a7 integrin act	CXXC DNA block	KCNH2 WT inh	TRPV1 agonist
COC(=O)c1c(NC(=O)c2cccc([N+](=O)[O-])c2)sc(C(N)=O)c1C	3	1%	-4%	0%	?	11	7%	-3%	-2	3
COc1ccc(C2C3=C(CCCC3=O)Nc3nc(SCc4ccccc4)nn32)cc1OC (configuration not stated)	-2	4%	220%[activator]	0%	-9%	-30	19%	11%	4	6
O=C(O)COc1ccc(NC(=O)c2ccc3c(c2)C(=O)N(C2CCCCC2)C3=O)cc1	·	11%	-1%	-2%	6%	10	-15%	6%	-12	1
O=C(N/N=C/c1ccco1)c1cc(-c2ccccc2)nc2ccccc12	·	-9%	-1%	6%	?	-16	?	14%	5	30
CC1CN(C(=S)SCCN2C(=O)CCC2=O)CC(C)O1 (configuration not stated)	1	-5%	3%	3%	-14%	-12	-2%	3%	-12	-1
COc1ccc(C(=O)NCC(c2ccccc2)N2CCCC2)cc1S(=O)(=O)N1CCOCC1 (configuration not stated)	·	-6%	-2%	·	·	3	10%	·	-6	-1
CC(C)=CCC/C(C)=C/CNC(=O)C[C@H]1C[C@H](C(=O)N2CCOCC2)[C@@]2(C)c3[nH]c4cc(CCC(=O)N(C)C)ccc4c3CCN2C1=O	·	12%	-4%	·	·	22	-4%	·	0	·
COc1cc(Cl)c(C)cc1NC(C)C(=O)Nc1cc(C(F)(F)F)ccc1N1CCOCC1 (configuration not stated)	6	5%	-9%	-2%	?	-8	-9%	-5%	4	-2
C/C(=N\N=c1/sc2ccccc2n1C)c1ccccn1	-3	7%	-3%	2%	·	1	-27%	12%	·	10
Nn1c(CSc2nc3ccccc3o2)nnc1CSc1nc2ccccc2o1	-17	6%	-12%	-1%	-7%	2	29%	-3%	17	2
Cc1nc2ccccc2c2oc(C(=O)NCc3ccccn3)cc12	5	-2%	3%	-3%	1%	-3	-15%	-21%	-4	9
CCCCN(CCCNC(=O)c1ccc2nc(N3CCOCC3)sc2c1)Cc1ccccc1	1	·	3%	1%	1%	-5	-50%[inhibitor]	-4%	-7	14
C#Cc1ccc(CN2CCC(Oc3cc(C(=O)NC4CC4)ccc3OC)CC2)cc1	2	-8%	3%	·	5%	-103*	-42%[inhibitor]	-1%	-99*	11
O=C(NCCCN1CCOCC1)c1ccc2c(=O)n(CCc3ccccc3)c(=O)[nH]c2c1	4	8%	357%[activator]	-2%	-2%	-5	?	-5%	-1	-2
CN(CC(=O)NCCc1ccccc1)S(=O)(=O)c1ccc(Br)s1	4	6%	2%	0%	12%	-1	?	4%	-15	0
Cc1ccc(S(=O)(=O)N2CCN(C(=O)COC(=O)/C=C/c3ccc([N+](=O)[O-])cc3)CC2)c(C)c1	·	10%	5%	·	·	5	44%	·	20	·
Nc1nc2ccccc2n1CCOc1ccccc1Cl	-2	4%	-6%	0%	-4%	-10	7%	45%[activator]	14	-2
O=C(CC1SC(N2CCCCC2)=NC1=O)Nc1cccc(C(=O)NCc2ccccc2)c1 (configuration not stated)	·	-4%	5%	·	·	-2	-29%	·	-10	·
ONC(=Nc1ccc(Cl)cc1)c1ccc(Cl)cc1	-1	3%	-2%	-2%	-2%	-4	7%	0%	1	9
Cc1cccc(NC(=O)CC2NCCNC2=O)c1 (configuration not stated)	3	2%	-2%	1%	-15%	-27	-14%	8%	0	2
CC(CCc1ccccc1)NC(=O)CCNS(=O)(=O)c1ccccc1 (configuration not stated)	·	3%	-4%	·	·	21	29%	·	3	-2
CC(=O)Nc1ccccc1NC(=O)COc1cccc2ccccc12	·	-3%	-1%	-3%	2%	1	16%	20%	8	23
CC(C)(C)CC(=O)Nc1cccc2c1CCCC2	1	7%	1%	-1%	0%	5	9%	-5%	1	2
CC(OC(=O)c1cccc(S(=O)(=O)N2CCCC2)c1)C(=O)c1ccccc1 (configuration not stated)	·	7%	0%	1%	2%	-4	-7%	37%[activator]	1	9
CC(C)(C)NC(=O)c1ccc2c(c1)N(CC(=O)N1CCCCC1)C(=O)C(C)(C)O2	-2	4%	3%	8%	-9%	-19	-24%	10%	0	0
COc1cc2c(cc1OC)CN(CC(=O)NC(=O)NC1CCCCC1)CC2	-6	4%	7%	-2%	?	10	-10%	9%	-7	?
COCCOC(=O)C1=C(C)NC2=C(C(=O)CC(C)(C)C2)C1c1ccc2c(c1)OCO2 (configuration not stated)	-1	26%	259%[activator]	1%	9%	5	13%	-3%	0	·
O=C(O)c1cnc(-c2ccccc2)nc1-c1ccccc1	4	-4%	1%	-8%	·	·	6%	-2%	-20	2
CCn1c(SCC(=O)Nc2oc(-c3ccccc3)c(-c3ccccc3)c2C#N)nnc1-c1cc(OC)cc(OC)c1	11	2%	-3%	0%	2%	-15	-8%[7.66 µM]	-25%	-3	3
O=C(CN(C(=O)Cn1nnc(-c2cccs2)n1)c1cnc2ccccc2c1)NCC1CCCO1 (configuration not stated)	2	·	5%	0%	-5%	-10	14%	3%	-14	6
COc1ccc(S(=O)(=O)N2CCOCC2)cc1NC(=O)COC(=O)C1CC1C (configuration not stated)	·	-6%	-2%	·	·	-2	-17%	·	2	-2
C=CCSc1nnc(-c2cc(Br)ccc2N)c(=O)[nH]1	0	-1%	-1%	1%	?	20	20%	-10%	-3	4
COc1cc(CN(C)CCc2ccccc2)ccc1OCc1ccccc1	1	4%	0%	-1%	-14%	-95*	-60%[inhibitor]	-8%	73	6
Cc1cc(C)nc(-n2nc(C)cc2NC(=O)C(C)C)n1	5	-1%	-2%	-1%	-17%	-5	?	0%	·	0
CC(C)C[C@H]1CN=C(Nc2ccccc2)N1CC(C)C	·	31%	-2%	·	·	-1	23%	·	7	0
COc1ccc(NC(=O)C2=C(C)C(=O)OC23CCC(C)CC3)c(OC)c1 (configuration not stated)	-1	-8%	-2%	-2%	-6%	0	-10%	0%	8	7
CC1CCCC(NC(=O)CSc2ccc(F)cc2)C1C (configuration not stated)	-3	4%	7%	-3%	5%	19	0%	-4%	·	-6
Cn1c(=O)c2c(SCc3ccccc3)nc(C3CC3)nc2n(C)c1=O	8	5%	-18%	3%	·	7	-34%	-4%	1	·
COc1ccc(CCNC(=O)c2noc(C)c2[N+](=O)[O-])cc1OC	1	-7%	5%	-2%	?	-7	-3%	10%	2	0
Cc1sc(N/N=C/C=C/c2ccccc2)nc1-c1ccccc1	-1	4%	5%	-1%	-5%	-2	1%	6%	-4	-1
O=C(NC(=S)N1CCCC1)c1ccccc1	·	1%	7%	-7%	-3%	8	-1%	-7%	-7	-5
O=C(N/N=C/C(Cl)=C/c1ccccc1)c1ccccc1F	-3	0%	-4%	-6%	?	-4	-2%	94%[activator]	-4	-2
CCOC(=O)c1sc(-c2ccc(Br)cc2)cc1N	-7	20%	43%[activator]	·	104%[activator]	-8	10%	0%	6	4
CC(C)(C)c1ccc(NC(=O)c2ccccc2)c([N+](=O)[O-])c1	-4	4%	-1%	6%	-1%	·	?	7%	-14	?
COC(=O)c1ccc(Oc2c(C)oc3c(CN4CCN(C)CC4)c(O)ccc3c2=O)cc1	0	16%	44%[activator]	-2%	10%	-18	0%	-6%	-6	-4
CCCOc1ccc(C(=O)CCC(=O)OCC(=O)Nc2cccc(S(N)(=O)=O)c2)cc1	·	3%	-5%	·	·	-20	5%	·	1	28
N#CC(=Nc1ccccc1)c1ccccc1	·	·	-2%	·	·	-10	12%	·	-3	·
O=C(CNC(=O)c1ccc(Cl)cc1Cl)OCC(=O)c1ccc2c(c1)OCCO2	3	2%	1%	0%	4%	-5	-7%	0%	0	10
C/C(N)=C(/C#N)C(=O)CSc1nc2ccccc2c(=O)n1Cc1ccc(C)cc1	1	-2%	1%	6%	?	-3	-9%	6%	2	?
Nc1nc2c3ccccc3nc(Cc3ccccc3)n2n1	1	-2%	-1%	-1%	0%	8	-26%	3%	-9	3
O=S(=O)(Nc1ccc2cn[nH]c2c1)c1cc(Br)ccc1Br	·	10%	3%	·	·	5	-14%	·	-1	·
